# Screens as filed in PubChem BioAssay.
# M1 ag: activates human CHRM1 receptor; CHO-K1 hM1, Fluo-8 calcium fluorescence, agonist mode; 0% DMSO, 100% acetylcholine EC100; activation, % at 3 µM; 360,000 tested, 0.33% active; P11229;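 active = activation above the run's mean compound activation plus 3 SD, cut at about 16% in these data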;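 note: peak over basal fluorescence ratio within a 140 s kinetic read after compound addition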
# Target sequence (P11229 whole entry, looked up): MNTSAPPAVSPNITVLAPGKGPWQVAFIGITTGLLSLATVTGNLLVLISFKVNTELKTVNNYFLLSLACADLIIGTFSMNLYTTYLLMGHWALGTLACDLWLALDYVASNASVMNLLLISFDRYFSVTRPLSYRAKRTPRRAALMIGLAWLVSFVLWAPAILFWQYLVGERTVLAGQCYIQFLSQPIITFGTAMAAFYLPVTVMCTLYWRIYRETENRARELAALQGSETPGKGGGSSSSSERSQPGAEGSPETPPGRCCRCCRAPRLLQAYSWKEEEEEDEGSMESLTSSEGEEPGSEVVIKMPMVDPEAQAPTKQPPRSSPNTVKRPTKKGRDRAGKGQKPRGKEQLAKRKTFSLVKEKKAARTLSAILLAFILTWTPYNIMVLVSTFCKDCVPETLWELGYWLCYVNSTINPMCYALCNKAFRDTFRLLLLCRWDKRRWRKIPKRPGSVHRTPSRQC
# CHRM5 PAM: potentiates acetylcholine response at human M5 receptor; activation, % at 3 µM; 360,000 tested, 0.3% active; CHO-K1 hM5, Fluo-8 calcium, ACh EC20 PAM; 0% = ACh EC20, 100% = ACh EC100;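 active = activation above the run cutoff, the mean activation of all test compounds plus 3 SD, cut at about 18% in these data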
#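 Assay system: CHO-K1 hM5 cells / Incubation: Fluo-8 loading 80 min at 37 °C plus 30 min room temperature / Technique: Fluo-8 calcium dye fluorescence, kinetic read / Repeats: single replicate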
# M4 antag: blocks acetylcholine activation of human M4 receptor. CHO-hM4 cells, ACh EC80, Fluo-8 calcium fluorescence. inhibition, % at 3 µM. 360,000 tested, 0.73% active;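 active = inhibition above its plate's cutoff, the mean inhibition of sample wells plus 3 SD, cut at about 27% in these data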;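 note: 0% = acetylcholine EC80 with DMSO and 100% = DMSO without agonist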
# CHRM5 antagonist: antagonists of human muscarinic M5 receptor (CHRM5); 360,000 tested, 0.59% active; inhibition, % at 3 µM; CHO-hM5 cells, Fluo-8 calcium fluorescence, ACh EC80; AID 624040;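 active = inhibition above a per-plate cutoff, the mean of that plate's test compounds plus 3 SD, cut at about 27% in these data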;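 note: 0% = acetylcholine EC80 with DMSO and 100% = DMSO without agonist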
# M4 ag: CHRM4 agonism in calcium assay; 360,000 tested, 0.14% active; P08173; activation, % at 3 µM; CHO-K1 hM4/Gqi5, Fluo-8 calcium fluorescence; vehicle 0%, full acetylcholine response 100%; AID 624127;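 active = activation above the run mean over all test wells plus 3 SD, cut at about 32% in these data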;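 note: peak over basal fluorescence ratio per well then scaled between controls; 0% = DMSO wells and 100% = acetylcholine at EC100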
# TAAR1 ag: human TAAR1 agonism; Q96RJ0; AID 624467; CHO RD-HGA16 TAAR1, Fluo-8 calcium fluorescence; vehicle wells 0%, saturating PEA agonist 100%; activation, % at 3 µM; 360,000 tested, 0.99% active;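 active = activation above the mean activation of all test compounds in the run plus 3 SD, cut at about 38% in these data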
# Target sequence (Q96RJ0 whole entry, looked up): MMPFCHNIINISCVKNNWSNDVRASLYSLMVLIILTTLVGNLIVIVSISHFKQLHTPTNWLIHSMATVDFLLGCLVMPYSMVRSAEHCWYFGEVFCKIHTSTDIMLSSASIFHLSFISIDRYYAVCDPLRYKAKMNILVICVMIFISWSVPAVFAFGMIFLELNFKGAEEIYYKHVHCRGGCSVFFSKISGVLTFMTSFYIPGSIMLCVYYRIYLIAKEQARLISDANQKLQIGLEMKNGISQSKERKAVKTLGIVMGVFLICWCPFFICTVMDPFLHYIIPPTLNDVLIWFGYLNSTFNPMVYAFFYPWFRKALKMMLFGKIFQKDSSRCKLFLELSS
#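 Test system: RD-HGA16 (CHO) cells co-expressing Gα16 and hTAAR1; dosing: one-point dosing at 3 µM (nominal); timing: 17-24 h seeding, 75 min 37 °C dye, 30 min RT; signal: kinetic Fluo-8 calcium fluorescence; read-out basis: % activation relative to PEA EC100 response; controls: DMSO and PEA EC100; replicates: n 1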
# M5 ag: agonists of human muscarinic M5 receptor (CHRM5) | P08912 | AID 624037 | 360,000 tested, 0.19% active | CHO-K1 hM5 cells, Fluo-8 calcium fluorescence; 0% DMSO wells, 100% maximal acetylcholine response | activation, % at 3 µM;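 active = activation above the run's mean over test compounds plus 3 SD, cut at about 23% in these data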;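 note: signal is peak over basal fluorescence ratio across the kinetic read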
# M1 antag: blocks human M1 muscarinic receptor; CHO-K1 hM1, Fluo-8 calcium fluorescence, ACh EC80 antagonist; 360,000 tested, 1.3% active; AID 588852; inhibition, % at 3 µM; P11229;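 active = percent inhibition above its own plate's cutoff, namely the mean of that plate's compound wells plus 3 SD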;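 note: peak over basal fluorescence ratio during 140 s after agonist addition; 0% = ACh EC80 plus DMSO and 100% = DMSO alone without agonist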
# CHRM1 PAM: potentiates human M1 receptor response to acetylcholine; P11229; CHO-K1 hM1, Fluo-8 calcium fluorescence, ACh EC20; 0% = ACh EC20, 100% = maximal ACh; activation, % at 3 µM; 360,000 tested, 0.088% active; AID 588819; in the data active = activation above about 19%, passing the limit was not always enough
# * marks the source's active call; other numbers are inactive results; x = not tested or not shown. This is a subset; count on the stated rates, not on these rows.
structure,M1 ag,CHRM5 PAM,M4 antag,CHRM5 antagonist,M4 ag,TAAR1 ag,M5 ag,M1 antag,CHRM1 PAM
COc1ccc(NC(=O)c2cccc(OC(F)F)c2)cc1Cl,-8.0,-7.1,0.5,-9.5,7.7,7.7,1.1,8.0,-12.9
CCCCN1C(=O)C(CC(=O)NCc2ccco2)CC(C(=O)N2CCCCCC2)=C1C (centres undefined),x,-0.1,-21.4,-5.2,0.0,-1.3,0.7,x,x
CCOC(=O)Cc1nnc(NC(=O)c2ccco2)s1,-4.1,-1.0,-1.7,-5.2,0.3,5.9,-1.6,-4.1,0.1
COc1ccc(NC(=O)NC2CCCc3ccccc32)cc1OC (centres undefined),0.2,-4.7,3.1,7.8,1.4,0.0,-1.4,-8.4,4.7
CCOP(=O)(OCC)c1nc(-c2cccc3ccccc23)oc1NCc1ccc(OC)cc1,-2.5,5.2,-6.6,2.6,-0.6,6.4,-1.7,10.5,-0.6
O=C(NCCc1ccccc1)C1CCC(=O)N1CCc1ccccc1 (centres undefined),-4.0,-1.8,-5.9,-1.2,1.7,33.2,-3.0,-8.9,8.6
Fc1ccc2cnc(-c3ccccc3F)cc2c1,-4.4,11.4,-14.7,-6.3,0.4,13.5,-3.2,-4.8,5.3
COc1ccc(CCN2CC(C(=O)NCc3ccon3)CCC2=O)cc1 (centres undefined),-2.6,-2.4,6.5,3.2,-0.1,1.6,0.7,3.3,-1.6
O=C(Nc1ccc(OC(F)F)cc1)c1cc(S(=O)(=O)N2CCOCC2)ccc1F,-4.0,-2.3,-4.1,-1.6,4.4,2.2,-2.7,-4.8,0.6
Cc1ccccc1C(=O)N1CCC(C(=O)N(C)CC(=O)Nc2cccc(F)c2)CC1,-1.2,2.7,-7.2,-2.5,2.5,0.9,-3.2,-13.1,-3.7
Cc1cc(C)cc(C(=O)NC(=S)Nc2ccc(Cc3ccncc3)cc2)c1,-10.9,-5.1,-0.4,3.9,0.5,13.8,-2.4,-2.8,3.1
CC(C)(C)CC(=O)N1CCN(c2ccc(S(=O)(=O)N3CCOCC3)cc2[N+](=O)[O-])CC1,1.1,-4.6,-6.8,7.9,1.7,12.0,1.2,0.4,2.1

# Results in M5 ag, M4 ag and CHRM5 PAM (two entries from above):
SMILES	M5 ag	M4 ag	CHRM5 PAM
COc1ccc(CCN2CC(C(=O)NCc3ccon3)CCC2=O)cc1 (centres undefined)	0.7	-0.1	-2.4
O=C(Nc1ccc(OC(F)F)cc1)c1cc(S(=O)(=O)N2CCOCC2)ccc1F	-2.7	4.4	-2.3

# Later entries:
structure,M1 ag,CHRM5 PAM,M4 antag,CHRM5 antagonist,M4 ag,TAAR1 ag,M5 ag,M1 antag,CHRM1 PAM
Cc1cccc(N(CC(=O)NC2CCCCC2)C(=O)c2csnn2)c1,-4.5,6.3,5.4,1.0,0.7,-4.6,1.9,-23.8,15.4
Cc1ccc(N=C2SCCCN2C(=O)c2cccc(N3C(=O)CCC3=O)c2)cc1Cl,-5.5,4.6,-8.2,-8.8,1.1,1.4,-3.8,-3.1,2.2
Cc1nnc(SCC(=O)N2CCOCC2)c2ccccc12,0.3,1.7,-5.8,-6.2,0.2,13.2,-1.3,-9.0,10.0
COCCN(C(=O)c1ccc(-c2ccc([N+](=O)[O-])cc2)o1)c1c(N)n(CC(C)C)c(=O)[nH]c1=O,-3.4,1.5,-10.4,6.1,3.8,4.0,-2.2,-7.4,10.5
Cc1cc(C)nc(CCNC(=O)CC2C(=O)NCCN2Cc2ccc(F)cc2Cl)n1 (centres undefined),-1.4,-8.8,1.2,12.4,0.9,0.9,-4.0,13.5,-2.1
O=C(Oc1ccc(-c2cn3c(n2)SCC3)cc1)c1ccccc1,-1.4,-3.0,-9.0,3.5,9.9,9.6,10.0,14.2,-11.0
Cc1ccc(C)c2[nH]c(=O)c(C(c3nnnn3Cc3ccccc3)N3CCc4ccccc4C3)cc12 (centres undefined),-5.7,-2.5,-5.3,-1.3,4.8,48.8*,-2.1,-6.5,2.2
Cc1ccc(NC(=O)CCNS(=O)(=O)c2ccc3c(c2)CCC(=O)N3)cc1,-0.8,-5.0,-7.9,13.3,0.5,5.1,-5.3,-2.8,4.0
O=C(Nc1ccc(F)cc1)c1nc(S(=O)(=O)Cc2ccccc2)ncc1Cl,-4.0,-4.2,35.7*,24.8,1.1,-3.0,-3.6,25.4,-8.7
OC1(c2nc3ccccc3[nH]2)CCCCC1,-1.7,15.0,-7.7,2.3,0.6,-0.8,-0.7,-6.2,12.9
O=c1[nH]nc(SCCS(=O)(=O)c2ccc(F)cc2)n1-c1ccc2c(c1)OCCO2,-1.2,4.2,-6.0,0.4,3.3,1.9,1.1,-6.1,4.3
CCOc1cc(C(=O)CSc2nnc(CNc3ccc(Cl)cc3)o2)ccc1NC(=O)CC,3.2,-2.6,-0.4,2.9,8.8,2.8,5.9,-5.9,0.0
CCOC(=O)Cc1csc(NS(=O)(=O)c2ccc(OC)cc2)n1,-8.4,-0.3,-2.1,-0.7,0.8,-0.7,-3.7,0.3,-5.3
COc1cc(C(CC(=O)Nc2ccc(Cl)cn2)N2Cc3ccccc3C2=O)cc(OC)c1OC (centres undefined),-2.3,-1.4,2.9,6.3,2.2,1.6,-1.3,-9.2,2.2
O=C1NC[C@@H](CCCCN2CCN(CCc3ccccc3)C(=O)C2=O)N(Cc2ccccc2)C1=O,x,1.3,2.1,0.1,0.1,0.5,-0.3,x,x
CC[N+](CC)(CC#Cc1ccccc1)CC(=O)c1ccc(Cl)cc1,-12.3,-12.8,1.5,6.6,1.1,0.1,-9.0,35.5*,-24.7
Cc1ccc(C)c(-c2nc3ccc(N)cc3[nH]2)c1,-3.7,-7.9,4.1,0.3,0.7,0.4,-9.7,-9.3,5.3
C[C@H]1C=C(C(=O)NCc2nc3ccccc3[nH]2)O[C@@H](OCCCCO)C1,-6.2,-0.6,-0.8,4.0,0.7,12.0,-1.0,-7.2,9.4
Nc1nnc(SCC(=O)OCc2ccc(F)cc2)s1,-2.2,-7.4,-0.1,8.3,1.5,5.3,0.2,-0.6,1.2
COc1cc2cc(C#N)c(SCC(=O)N3CCOCC3)nc2cc1OC,-4.9,-3.4,4.3,0.5,0.8,14.2,-1.1,4.0,-1.6
Cc1cccc(N(C(=O)c2ccc(Cl)cc2)C2CS(=O)(=O)CC2OC(=O)c2ccc(Cl)cc2)c1 (centres undefined),-1.5,2.7,-1.4,-5.5,-1.6,0.8,-0.5,-4.6,5.2
CC(=O)c1c(C)[nH]c(C(=O)OCC(=O)Nc2sc3c(c2C#N)CCCC3)c1C,-0.8,-7.1,-8.8,7.0,5.8,10.6,0.8,1.3,1.9
C=C(C)CSc1cc(C)nc2c(-c3ccccc3)c(C)nn12,-3.4,-0.4,-8.6,7.2,-1.1,2.5,-6.7,-10.3,1.4
COC(=O)c1ccc(CSc2nnc(CNC(=O)c3cccs3)o2)o1,-1.8,8.1,2.3,-10.7,1.2,21.4,-5.4,-4.7,5.6
CCOC(=O)c1sc(N/N=C/c2cc(Br)c(O)c(OC)c2)nc1C,-1.2,-5.1,3.6,7.0,2.6,0.6,-4.0,11.8,-7.0
CC(C)OP(=O)(c1ccc(N(C)C)cc1)C(O)c1ccc(N(C)C)cc1 (centres undefined),3.0,1.6,-2.2,2.5,0.0,-0.2,-0.6,-19.9,22.0
COc1ccc(CN2CCC(=O)N([C@H](CO)Cc3ccccc3)CC2)cc1,-4.6,6.5,5.3,8.1,0.3,9.7,-1.5,0.2,-0.3
CC(C)Cc1nc2ccc(N)cc2[nH]1,-2.7,-0.3,-0.5,3.4,0.0,6.2,-1.9,1.0,0.5
COc1ccc(C2OC(=O)C(C)(C)C(=O)C2(C)C)cc1OC (centres undefined),-3.9,4.4,-0.6,3.5,1.0,-0.6,-3.8,-13.7,10.4
CCC(=O)NC(Nc1cc(C)cc(C)n1)(C(F)(F)F)C(F)(F)F,-3.1,-1.1,5.1,3.3,-0.2,-0.4,-1.3,-1.7,3.8
CCCCCNC(=O)c1nc(-c2c(F)cccc2F)oc1-c1ccccc1,x,0.8,7.9,-5.0,0.2,-1.0,-1.7,x,x
Cc1nc(-c2noc(-c3ccccc3Cl)n2)c(C(F)(F)F)o1,-3.5,5.7,-8.1,1.3,-0.5,1.4,0.9,-6.0,4.0
COc1ccc(C(=O)NCC(c2cccnc2)N2CCN(c3ccc(F)cc3)CC2)cc1OC (centres undefined),-3.7,-5.7,5.6,4.0,3.8,3.7,0.2,-4.7,-2.6
Cc1[nH]c2ccccc2c1CCNC(=O)c1ccc2c(c1[N+](=O)[O-])C(=O)c1ccccc1C2=O,-1.2,-9.6,4.9,11.2,2.1,-3.0,0.6,2.0,7.4
Cc1ccc(CS(=O)(=O)c2ccccc2-c2nnc(-c3ccc(Cl)cc3)o2)cc1,-2.2,3.3,-3.3,-2.0,0.4,8.2,-2.5,5.2,-2.3
COc1ccc(CC(=O)OCC(=O)Nc2cc(S(=O)(=O)N3CCOCC3)ccc2N2CCCC2)cc1,-7.1,4.2,-5.1,5.8,2.2,-0.1,-1.3,-4.1,1.9
COc1cccc2c1C(=O)C[C@]1(CCCC[C@@H]1C)O2,-10.1,-1.9,1.1,9.7,-1.9,10.6,-0.2,11.3,-6.4
Cc1oc2c(C)c3oc(=O)c4c(c3cc2c1C)CCC4,-2.6,-6.5,2.0,2.4,0.2,18.2,-8.0,-2.6,7.5
O=C(CCCn1cnc([N+](=O)[O-])n1)Nc1cc(Cl)ccc1O,-5.8,1.8,2.6,-6.7,1.4,2.5,-0.7,-7.6,12.9
O=C(Cn1ccccc1=O)c1cccs1,-1.4,4.7,-10.4,-5.4,1.1,7.6,2.8,-4.1,6.8
CN(C)C(=O)N1CCNCC1,-2.7,-3.2,-1.4,5.2,2.3,4.9,0.3,-11.2,5.4
COc1ccc(S(=O)(=O)N2CCC(C(N)=O)CC2)cc1,6.4,2.4,-10.1,4.4,0.5,1.6,2.1,21.2,3.4
COc1ccc(NC(=O)CC(C(=O)O)N2CCCCC2)cc1 (centres undefined),-4.9,2.6,-3.4,-8.1,0.6,5.1,0.1,-5.7,7.5
CN(c1ccc(C(=O)NCc2ccco2)cc1)S(C)(=O)=O,-2.2,-16.7,5.6,6.6,0.9,1.9,-2.0,-0.6,0.1
Cc1nn(-c2ccccc2)c(-c2ccccc2[N+](=O)[O-])c1CC#N,-7.7,-5.5,-3.2,2.8,0.1,-1.1,1.9,-9.4,8.5
C=C1Cn2c(nnc2-c2ccc(Cl)cc2)S1,-7.2,-10.4,-18.2,4.3,0.0,-2.0,-1.6,-4.7,2.2
Cc1cc(Cl)c(S(=O)(=O)N2CCN(c3ccccc3)CC2)cc1OCC(N)=O,-1.9,-6.1,-4.7,-0.6,4.0,6.0,3.6,3.0,-5.2
Cc1noc(C)c1-c1ccc(C(=O)N2CCN(C)CC2)c2occc12,-3.4,-1.7,-1.0,1.5,0.9,0.3,0.3,-3.7,5.6
